XiGFP reactiv: X-chromosome reactivation activator. XiGFP mouse fibroblasts, % GFP-positive cells imaging, 3 d; cells co-treated with 5-aza-dC sensitizer; scaled so ellipticine positive control = 100%. AID 743238. activation, % at 7.58 µM. actives 0.055% (n = 360,000);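 active = mean normalized replicate activation at least 10% and every replicate at or above 10%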;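 also: 0% = median of on-plate neutral control wells and 100% = ellipticine 6 µM median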
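Material: XiGFP fibroblasts, SV40-immortalized; Buffer or medium: DMEM containing 5-aza-dC; Compound dosing: single point; Times: 3 days compound exposure.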
FN deposit inh: fibronectin deposition inhibition | AH1F fibroblasts, Alexa488-fibronectin deposition fluorescence, overnight | inhibition, % at 12.6 µM | actives 0.086% (n = 350,000) | AID 743247;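 active = mean inhibition across replicates of 30% or more, regardless of how many single replicates reach that level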;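 also: positive control wells lacked labelled fibronectin entirely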
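Assay system: AH1F fibroblasts assembling fluorescent fibronectin matrix; Amount: 10000 AH1F cells per well; Buffer or medium: DMEM, 2% serum; Probe or stimulus: Alexa488-fibronectin, 24 nM final in well; Doses: single compound dose, delivered by pin transfer; Incubation: 1 h adhesion, overnight exposure; Measured by: fluorescence 485/525 nm; Read-out: fibronectin deposition inhibition.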
Active calls of the source: *; & = joins results of further samples. Only part of the results is shown; the hit share may differ from the screen's.

SMILES,XiGFP reactiv,FN deposit inh
CCOc1cc(/C=N/NS(=O)(=O)c2ccc(OC)cc2)ccc1OCCN1CCOCC1,-0.1,-1
C/C(=N\NC(=O)c1ccc(CSc2nncn2C)cc1)c1ccc(C#N)cc1,0.0,4
Cc1cccc2c(C(=O)n3cccn3)cc(-c3ccccc3Cl)nc12,-0.1,-1
CN1CCN(S(=O)(=O)c2ccc3[nH]c(=O)oc3c2)CC1,0.0,14
O=S(=O)(c1ccc(-c2ccccc2)cc1)N1[C@@H]2CNC[C@H]1C2c1ccc(-c2ccccc2)cc1 (some centres undefined),0.1,-9
CC(=O)c1cccc(NC(=S)NC2CCCCC2)c1,0.0,2
O=C(NCCc1ccc2c(c1)OCCO2)c1ccc(F)cc1,-0.1,-9
CCCCCCC1CC(/C(C)=N\NC(N)=O)OC1=O (centres undefined),0.3,1
Cc1ccc(NP(=O)(c2ccc(N(C)C)cc2NC(=O)c2cccs2)N2CCOCC2)cc1 (centres undefined),0.1,0
N#Cc1ccc(-c2nc3cc(C#N)c(C#N)cc3nc2-c2ccccc2)cc1C#N,0.0,-5
Cc1ccc(NS(=O)(=O)c2ccc(N/N=C/c3ccncc3)c([N+](=O)[O-])c2)c(C)c1,-0.1,-6
O=C(NCc1nnc(SCC(=O)N2CCCc3ccccc32)n1-c1ccccc1)c1cccc2ccccc12,0.0,-2
CC(C)(C)NCCOCCOc1ccccc1-c1ccccc1,-0.1,1
OCCNc1c2ccccc2nc2c(F)c(F)c(F)c(F)c12,0.5,7
O=[N+]([O-])c1ccc(Oc2cccc3cccnc23)c([N+](=O)[O-])c1,0.5,-6
COC(=O)CCC(=O)NC(=S)Nc1sc(C)c(C)c1C(N)=O,0.2,6
Cc1cc(OCc2cn3cccnc3n2)ccc1Cl,-0.1,-4
CN(C)C(=O)c1ccc(-c2ccc(C3[C@@H]4CN(S(=O)(=O)c5cccc(Cl)c5)C[C@H]3N4)cc2)cc1 (some centres undefined),0.2,-2
CCOc1cc(/C=N/NC(=S)Nc2ccccc2C(F)(F)F)ccc1OCC(=O)N1CCOCC1,-0.1,-2
COc1ccc(OCc2nc3c4cc(OC)c(OC)cc4nc(=S)n3[nH]2)cc1,0.0,4
COc1ccccc1/C=C\C=N\n1c(-c2ccc(Cl)cc2Cl)n[nH]c1=S,0.4,-6
COc1cccc(Oc2ccc(C(F)(F)F)cc2N)c1,0.4,17
C/C(=N\N=c1/scc(C)n1Cc1ccco1)c1cccc([N+](=O)[O-])c1,-0.1,-5
COc1ccc([C@@H]2CC=CC[C@@H](C)Oc3ccccc3C(=O)N(C)[C@@H](C(C)C)C(=O)N2)c(OC)c1 (mixture of isomers),0.1,-8
CC(C)NC(=O)N(C)C[C@H]1OCc2ccccc2-c2ccccc2C(=O)N([C@H](C)CO)C[C@@H]1C,-0.1,5
CN(C)S(=O)(=O)c1ccc(C(=O)NNc2nc(-c3ccccc3)c3cc(Br)ccc3n2)cc1,0.0,4
CCN(C(=O)CSc1nnnn1-c1ccccc1)c1c(N)n(Cc2ccccc2)c(=O)[nH]c1=O,0.8,0
Cc1ccccc1NC(=O)c1ccc(Cl)c(NC(=O)c2ccncc2)c1,0.0,6
Cc1ccccc1-c1ccc(C2[C@@H]3CN(C(=O)C4CCC4)C[C@H]2N3)cc1 (some centres undefined),0.0&0.3,-5&17
CC(C)c1ccc(NC(=O)COC(=O)/C=C/c2cccc(Br)c2)cc1,-0.1,5
CO[C@H]1CN(C)C(=O)c2cc(NC(C)=O)ccc2OC[C@@H](C)N(Cc2ccncc2)C[C@@H]1C,0.1,-3
O=C(N/N=C/c1cccc(Oc2ccccc2)c1)c1cc[n+]([O-])cc1,0.0,2
CCOC(=O)c1sc(Nc2nc3c(OC)cccc3s2)cc1C,-0.1,-5
C#CCN1C(=O)S/C(=C/c2cc(C)n(CC)c2C)C1=O,1.4,7
O=C(/C=C/c1cccs1)Nc1ccc(Br)cn1,3.6,-15
CC(C)NC(=O)N(C)C[C@@H]1Oc2ccccc2C(=O)N(C)C[C@H]1C,0.3,7
Cc1ccc(NC2=C(NCCO)C(=O)c3ccccc3C2=O)cc1,-0.2,-3
Cc1ccc(-c2[nH]ncc2/C=N/n2c(COc3ccccc3)nc3ccccc3c2=O)cc1,-0.1,-1
CC1=C(C(=O)OCCNC(=O)c2ccccc2O)C(c2ccccc2[N+](=O)[O-])C(C(=O)OCC2CCCO2)=C(C)N1 (centres undefined),0.2,2
CN1CC2(C)OC(=O)C(Cl)=C2CC1c1ccccc1 (centres undefined),0.1,0
O=C(Nc1ccc(-c2nc3ccccc3[nH]2)cc1)c1cccc(N2C(=O)CCC2=O)c1,0.8,2
COc1ccc(CCNC(=O)CC2SC(N)=NC2=O)cc1OC (centres undefined),0.1,-2
CCCN(CC(=O)Nc1ccccc1Br)CC(=O)Nc1ccc(F)c(F)c1F,0.4,-1
O=C1/C(=C/c2ccncc2)SC(=S)N1C1CCCCC1,0.0,-1
CCCCCCCCC(=O)N/N=C(\C)c1ccc(O)cc1O,0.2,3
CC(C)NC(=O)N(C)C[C@H]1Oc2ccc(N(C)C)cc2C(=O)N(C)C[C@@H]1C,0.1,-19
CC(=O)N(C)C[C@H]1Oc2c(cccc2N(C)C)C(=O)N(C)C[C@H]1C,-0.1,-3
O=C(CCCOc1ccc(Cl)cc1Cl)NCc1ccccn1,0.0,-4
O=C1N[C@@H](Cc2ccccc2)COCc2cn(nn2)CC[C@H]1Cc1ccc(Cl)cc1,0.0,7
CC(=O)c1c(C)[nH]c(C(=O)Nc2nc(-c3ccc(Cl)cc3)cs2)c1C,0.3,2
Cc1cccc(S(=O)(=O)Nc2nc3ccccc3nc2NCc2ccc3c(c2)OCO3)c1,0.3,3
NC(=O)CSc1nc2ccccc2n1Cc1ccccc1,0.0,13
O=C(CNC(=O)c1ccc(Br)cc1)N/N=C/c1ccc[nH]1,0.0,12
N#CC1(C#N)[C@@H](C(=O)C23CC4CC(CC(C4)C2)C3)C12CCOCC2,-0.1,4
C[C@@H]1CN([C@H](C)CO)C(=O)c2cc(-c3cccc(F)c3)cnc2O[C@H]1CN(C)C(=O)C1CC1,0.1,-1
O=C(/C=C/c1ccc(F)cc1)c1ccccc1Br,0.2,7
O=S(=O)(/C(=C/c1ccc(C(F)(F)F)cc1)c1nc2ccccc2[nH]1)c1ccccc1,-0.1,65*
CCCCOc1ccc(C(=O)N/C(=C/C=C/c2ccccc2)C(=O)N2CCOCC2)cc1,-0.2,-1
CNC(=S)Nc1ccc(Br)cc1,-0.1,1
COCCn1c(=O)[nH]c(=O)c2c(C(F)(F)F)cc(-c3cccs3)nc21,0.0,10

Whole records as entered above. Screens in order: XiGFP reactiv	FN deposit inh
CC1=C(C(=O)OCCNC(=O)c2ccccc2O)C(c2ccccc2[N+](=O)[O-])C(C(=O)OCC2CCCO2)=C(C)N1 (centres undefined) in the list: 0.2	2
CCCN(CC(=O)Nc1ccccc1Br)CC(=O)Nc1ccc(F)c(F)c1F in the list: 0.4	-1
CO[C@H]1CN(C)C(=O)c2cc(NC(C)=O)ccc2OC[C@@H](C)N(Cc2ccncc2)C[C@@H]1C in the list: 0.1	-3
O=C(/C=C/c1ccc(F)cc1)c1ccccc1Br in the list: 0.2	7
CCCCCCCCC(=O)N/N=C(\C)c1ccc(O)cc1O in the list: 0.2	3

Following part:
SMILES,XiGFP reactiv,FN deposit inh
COc1ccccc1C/C(N)=N/OC(=O)c1ccco1,0.0,4
CC(C)[C@@H]1C/C=C\C[C@@H](c2ccc(F)cc2)NC(=O)[C@H](C)CC(=O)N1,0.0,-8
CNCc1ccccc1Sc1cc(O)ccc1O,0.1,1
CC1CN(C(=O)C2(C)CC2(Cl)Cl)CC(C)O1 (centres undefined),0.3,-7
C/C(CC(=O)Nc1ccccn1)=N\NC(=O)c1ccc2ccccc2c1,-0.1,-9
COc1cc(/C=N/N=C/c2cc(OC)c(O)c(OC)c2)cc(OC)c1O,-0.1,-1
CCc1cnc(N2[C@H](CO)[C@H](c3ccccc3-c3ccccc3C)[C@@H]2C#N)s1,0.0,-7
COc1ccc(C)cc1S(=O)(=O)N1CCC(C(=O)NCCc2ccccc2)CC1,0.0,10

5 neighbouring entries from above, quoted:
SMILES,XiGFP reactiv,FN deposit inh
CC1CN(C(=O)C2(C)CC2(Cl)Cl)CC(C)O1 (centres undefined),0.3,-7
C/C(CC(=O)Nc1ccccn1)=N\NC(=O)c1ccc2ccccc2c1,-0.1,-9
COc1cc(/C=N/N=C/c2cc(OC)c(O)c(OC)c2)cc(OC)c1O,-0.1,-1
CCc1cnc(N2[C@H](CO)[C@H](c3ccccc3-c3ccccc3C)[C@@H]2C#N)s1,0.0,-7
COc1ccc(C)cc1S(=O)(=O)N1CCC(C(=O)NCCc2ccccc2)CC1,0.0,10

Arranged by SMILES length (smallest number first): 3 of the compounds above
SMILES,XiGFP reactiv,FN deposit inh
COc1cc(/C=N/N=C/c2cc(OC)c(O)c(OC)c2)cc(OC)c1O,-0.1,-1
COc1ccc(C)cc1S(=O)(=O)N1CCC(C(=O)NCCc2ccccc2)CC1,0.0,10
CC(C)[C@@H]1C/C=C\C[C@@H](c2ccc(F)cc2)NC(=O)[C@H](C)CC(=O)N1,0.0,-8

A few values from the list.
For FN deposit inh, CC(C)[C@@H]1C/C=C\C[C@@H](c2ccc(F)cc2)NC(=O)[C@H](C)CC(=O)N1 is entered as -8
For FN deposit inh, CCc1cnc(N2[C@H](CO)[C@H](c3ccccc3-c3ccccc3C)[C@@H]2C#N)s1 is entered as -7
For FN deposit inh, CC1CN(C(=O)C2(C)CC2(Cl)Cl)CC(C)O1 (centres undefined) is entered as -7
For FN deposit inh, COc1cc(/C=N/N=C/c2cc(OC)c(O)c(OC)c2)cc(OC)c1O is entered as -1
For FN deposit inh, COc1ccc(C)cc1S(=O)(=O)N1CCC(C(=O)NCCc2ccccc2)CC1 is entered as 10
